# Compound activity deposited in PubChem BioAssay by The Scripps Research Institute Molecular Screening Center.
# CHRM1 PAM – potentiates human M1 receptor response to acetylcholine; P11229; CHO-K1 hM1, Fluo-8 calcium fluorescence, ACh EC20; 0% = ACh EC20, 100% = maximal ACh; activation, % at 3 µM; 0.088% of 360,000 active; AID 588819; in the data active = activation above about 19%, passing the limit was not always enough
# Target sequence (P11229 whole entry, looked up): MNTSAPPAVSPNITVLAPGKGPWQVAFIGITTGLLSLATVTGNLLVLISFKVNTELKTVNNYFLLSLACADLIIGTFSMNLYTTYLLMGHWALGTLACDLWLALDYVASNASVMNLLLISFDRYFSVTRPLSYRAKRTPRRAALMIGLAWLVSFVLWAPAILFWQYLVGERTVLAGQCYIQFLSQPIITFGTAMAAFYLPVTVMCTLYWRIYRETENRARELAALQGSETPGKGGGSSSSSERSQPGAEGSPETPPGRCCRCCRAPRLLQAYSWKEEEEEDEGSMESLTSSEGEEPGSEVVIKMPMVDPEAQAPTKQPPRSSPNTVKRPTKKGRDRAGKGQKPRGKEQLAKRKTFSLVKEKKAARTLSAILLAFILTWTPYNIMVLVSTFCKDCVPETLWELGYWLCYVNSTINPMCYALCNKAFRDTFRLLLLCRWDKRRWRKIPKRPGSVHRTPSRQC
# CHRM1 agonist – agonists of human M1 muscarinic receptor; 0.33% of 360,000 active; activation, % at 3 µM; CHO-K1 hM1, Fluo-8 calcium fluorescence, agonist mode; 0% DMSO, 100% acetylcholine EC100; P11229;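 active = activation above the run's mean compound activation plus 3 SD, cut at about 16% in these data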;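 also: peak over basal fluorescence ratio within a 140 s kinetic read after compound addition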
# CHO-K1 Ca ag – counter-screen for M1 agonists: effect in parental CHO-K1 cells; Fluo-8 calcium fluorescence; scaled to maximal ATP response, vehicle zero; activation, % at 3 µM; 0.48% of 360,000 active; AID 602248; in the data active = activation above about 15%;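 also: untransfected CHO-K1 host cells lacking M1 receptor as counterscreen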
# CHO-K1 Ca antag – nonselective inhibitor or artifact in parental CHO-K1 cells | ATP-induced calcium, Fluo-8 fluorescence | inhibition, % at 3 µM | 0.6% of 360,000 active;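 active = inhibition above a per-plate cutoff, the plate's mean sample inhibition plus 3 SD, cut at about 24% in these data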;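 also: 0% = DMSO plus EC80 ATP and 100% = DMSO alone without ATP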
# CHO parental Ca – counter-screen: ATP calcium response change in parental CHO cells; inhibition, % at 5.6 µM; parental CHO-K1, ATP-induced calcium, Fluo-8 fluorescence; 0.63% of 330,000 active;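 active = inhibition above that plate's mean sample inhibition plus 3 SD, cut at about 26% in these data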;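 also: 0% = ATP-challenged DMSO wells and 100% = DMSO wells without ATP; some compounds past the cut are filed as inactive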
#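 Test system: untransfected parental CHO cell line. Compound: one dose, 5.6 µM nominal. Detection: intracellular calcium via Fluo-8 no-wash fluorescent dye. Measure: % inhibition. Benchmarks: ATP-challenged DMSO wells low, unchallenged DMSO wells high.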
# TAAR1 agonist – agonists of human TAAR1; Q96RJ0; CHO RD-HGA16 TAAR1, Fluo-8 calcium fluorescence; vehicle wells 0%, saturating PEA agonist 100%; activation, % at 3 µM; 0.99% of 360,000 active;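 active = activation above the mean activation of all test compounds in the run plus 3 SD, cut at about 38% in these data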
# Target sequence (Q96RJ0 whole entry, looked up): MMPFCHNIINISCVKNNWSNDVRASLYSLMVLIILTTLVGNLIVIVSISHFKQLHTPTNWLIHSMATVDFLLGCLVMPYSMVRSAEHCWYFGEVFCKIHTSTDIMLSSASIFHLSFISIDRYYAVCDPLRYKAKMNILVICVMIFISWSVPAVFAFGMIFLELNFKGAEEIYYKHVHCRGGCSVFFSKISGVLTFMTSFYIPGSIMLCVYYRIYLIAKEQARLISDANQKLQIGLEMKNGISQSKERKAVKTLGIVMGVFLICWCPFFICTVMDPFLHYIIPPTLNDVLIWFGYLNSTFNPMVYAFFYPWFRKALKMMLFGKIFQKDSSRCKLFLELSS
#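 Test system: RD-HGA16 (CHO) cells co-expressing Gα16 and hTAAR1; dosing: one-point dosing at 3 µM (nominal); timing: 17-24 h seeding, 75 min 37 °C dye, 30 min RT; signal: kinetic Fluo-8 calcium fluorescence; read-out basis: % activation relative to PEA EC100 response; controls: DMSO and PEA EC100; replicates: n 1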
# TAAR1 antag – human TAAR1 antagonism; 1.5% of 360,000 active; Q96RJ0; CHO RD-HGA16 TAAR1, Fluo-8 calcium fluorescence, antagonist; inhibition, % at 3 µM;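 active = inhibition above a per-plate cutoff, the mean inhibition of test compounds on that plate plus 3 SD, cut at about 49% in these data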;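 also: 0% = DMSO plus EC80 beta-PEA response and 100% = DMSO alone without agonist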
#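 Assay system: RD-HGA16 CHO cells with stable hTAAR1 and Gα16 / Reagent: EC80 β-phenethylamine stimulus / Doses: 3 µM, single point / Timing: dye loading 75 min at 37 °C, then 30 min room temperature / Measured by: Fluo-8 intracellular calcium dye fluorescence, real-time kinetic reads / Controls: vehicle wells and EC80 agonist wells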
# M1 antag – antagonists of human M1 muscarinic receptor; 1.3% of 360,000 active; inhibition, % at 3 µM; P11229; CHO-K1 hM1, Fluo-8 calcium fluorescence, ACh EC80 antagonist;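 active = percent inhibition above its own plate's cutoff, namely the mean of that plate's compound wells plus 3 SD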;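 also: peak over basal fluorescence ratio during 140 s after agonist addition; 0% = ACh EC80 plus DMSO and 100% = DMSO alone without agonist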
# M1 PAM parental – nonselective activator or artifact in parental CHO-K1 calcium assay; ATP EC20, Fluo-8 calcium fluorescence; 0% at ATP EC20, 100% at ATP max; activation, % at 3 µM; 0.02% of 360,000 active;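 active = activation above the run cutoff, the mean activation of all test compounds plus 3 SD, cut at about 40% in these data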;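 also: peak over basal fluorescence ratio in a 140 s read after ATP addition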
# An asterisk follows results filed as active; nt = not tested or not shown. An unsorted share of the library; any-hit rate near 4.4%.
SMILES,CHRM1 PAM,CHRM1 agonist,CHO-K1 Ca ag,CHO-K1 Ca antag,CHO parental Ca,TAAR1 agonist,TAAR1 antag,M1 antag,M1 PAM parental
O=C(NCC1CCCO1)c1ccc2c(c1)N(Cc1ccccc1)C(=O)CS2 (stereo not given),-21,-5,1.2,-3,-26,4,-4,45*,-7
O=C(/C=N/O)Nc1cccnc1,8,5,0.3,4,3,5,-7,-8,10
CCCC1Cc2c(sc3nc(SC)nc(N)c23)CO1 (stereo not given),-10,-7,0.3,-3,-12,25,7,3,7
COc1ccccc1CC1(C)NC(=O)N(CC(=O)N2CCc3ccccc3C2)C1=O (stereo not given),13,-2,0.0,-6,-24,10,3,-7,-4
CCC(=O)Oc1ccc(C(CC)C(CC)c2ccc(OC(=O)CC)cc2)cc1 (stereo not given),-12,-2,-0.1,3,0,2,-16,23,-3
COc1cc(OC)cc(C(=O)N2c3ccc(F)cc3CCC2C)c1 (stereo not given),-1,-8,-0.3,-5,-19,4,-6,-10,8
COc1cccc(-n2c(SCC(=O)c3c[nH]c4ccccc34)nc3ccccc3c2=O)c1,14,3,0.0,10,-6,12,37,-5,4
COc1ccccc1C(=O)O/N=C1/CCCc2c1ccc(OC)c2[N+](=O)[O-],-5,-1,2.6,-5,0,10,28,5,15
CCCSc1nc2c(cnn2-c2ccc(F)cc2)c(=O)[nH]1,6,-4,1.1,-3,3,0,-12,2,11
CC(=O)C1(O)C(C)CC2C3CC=C4CC(O)CCC4(C)C3CCC21C (stereo not given),-8,1,3.8,-10,nt,2,-4,11,6
CCCN(CCC)C(=O)CSc1nc2n[nH]c(C)c2c(=N)n1-c1ccc(OCC)cc1,-3,-6,-0.8,-13,-28,nt,nt,-26,7
COC(=O)N/N=C\c1cccc(OC(=O)c2cccs2)c1,8,-4,0.5,-5,-5,9,5,2,2
COc1ccc(CC(=O)NC(C)c2ccc3ccccc3c2)cc1 (stereo not given),17,3,-0.4,11,-14,0,-7,-16,-18
CC(=O)N1CCN(C(=O)CCc2cc(C(C)(C)C)c(O)c(C(C)(C)C)c2)CC1,14,-2,0.7,-3,-15,-1,-21,-15,14
O=C(C1CC(=O)N(c2ccc3c(c2)OCCO3)C1)N1CCCC(C(F)(F)F)C1 (stereo not given),-4,-6,2.4,-13,-5,4,-22,5,18
COc1cc(NC(=S)NCc2cccnc2)c(OC)cc1Cl,3,-2,0.1,11,-10,12,-4,2,-9
CSc1ccccc1NC(=O)COC(=O)Cc1ccsc1,10,-4,-0.5,-19,-3,2,1,-12,20
CCOC(=O)C(C)On1c(-n2nc(C)cc2C)nc2ccccc2c1=O (stereo not given),-6,-4,0.2,0,-10,0,-16,6,7
Cc1cc(C)c2ccc(C(=O)O)nc2c1O,11,-5,0.3,-20,0,1,-6,-14,17
O=C(CCc1ccc(S(=O)(=O)N2CCOCC2)cc1)Nc1ccc(F)c(F)c1F,8,-1,2.9,-15,0,3,8,-13,12
COc1ccc(OC)c(-c2cc(C(=O)Nc3cccc(Cl)c3)no2)c1,-6,-7,0.8,-19,-10,1,-1,9,10
O=C(CN1CCN(c2ccccc2Cl)CC1)NC1CCCc2ccccc21 (stereo not given),5,-1,2.2,-10,-28,6,-4,-3,19
O=C(c1ccccc1)c1c[nH]c2ccccc12,12,-3,0.9,-2,nt,-2,20,-15,-9
Cc1ccccc1CC(=O)NCc1cccnc1,3,-4,0.9,-10,-2,3,-16,-9,15
Nc1cc(Cl)ccc1C(=O)OCC(=O)NC1CCS(=O)(=O)C1 (stereo not given),4,-3,0.1,-9,-5,3,3,-7,12
COc1cccc(N2CC(NS(=O)(=O)c3ccc4ccccc4c3)CC2=O)c1 (stereo not given),-4,1,2.6,2,-13,7,-2,12,-19
COc1cccc(NC(=O)Cn2cc(C=O)c3ccccc32)c1,-1,5,6.6,-4,11,7,6,-10,-3
Cc1ccccc1NS(=O)(=O)CCCCC(Cl)(Cl)Cl,6,-12,3.0,-9,-14,5,10,-10,18
COc1ccccc1S(=O)(=O)N(C)C[C@@H]1OCc2cnnn2CCCC(=O)N([C@@H](C)CO)C[C@@H]1C,2,-5,0.3,12,nt,1,-17,-9,-1
CN(Cc1ccc(Cl)cc1)C(C(=O)NC1CCCCC1)c1ccnc2ccccc12 (stereo not given),-11,0,0.7,-8,nt,-2,-1,-6,15
Cc1cc(C)nc(NC(=O)c2ccc(Cl)cc2Cl)n1,-1,-2,4.8,-4,-5,2,-25,10,-7
CN1CCN(c2nc3c(c(=O)n(C)c(=O)n3C)n2Cc2ccccc2F)CC1,7,-11,-0.1,6,-9,0,3,-14,-20
Cc1ccsc1-c1n[nH]c(=S)n1C1CCCCC1,2,-12,0.1,-2,-18,7,-31,1,21
CCC(NC(=O)Cc1cccs1)c1ccccc1 (stereo not given),2,-2,-0.4,-10,-11,5,-7,-9,16
Cc1ccc(CNC(=O)CCS(=O)(=O)c2ccc3c(c2)NC(=O)CS3)cc1,-3,-2,1.2,-16,-16,2,-28,-2,18
C/C(=N\Nc1nncc2ccccc12)c1ccc(OCC(=O)N(C)C)cc1,5,-7,0.4,6,-13,1,5,-10,-4
COc1ccccc1/C=c1\sc2nc(-c3ccccc3OC)nn2c1=O,16,-3,0.3,-3,-8,6,13,-13,21
O=[N+]([O-])c1ccccc1C=CC=NN=Cc1ccccc1O,0,-2,-0.1,-10,nt,-1,-2,-14,4
O=C(NCCCN1CCCC1=O)c1ccc2c(c1)NC(=O)c1ccccc1S2,3,-10,-0.6,0,-7,1,-8,-11,-2
COC(=O)C1CCN(S(=O)(=O)c2ccc(OC)cc2)CC1,8,-5,2.6,-6,8,0,7,0,22
O=S(=O)(c1ccc(F)c(F)c1)N1CCCCCCC1,-4,-9,-0.3,-1,nt,4,0,2,5
O=S(=O)(c1ccc2ccccc2c1)n1cccn1,2,-1,1.0,0,-4,0,-32,-5,2
CCOc1ccc(C(=O)NC(=S)Nc2ccc(NC(=O)CC)cc2)cc1[N+](=O)[O-],-2,-5,4.5,-2,1,17,30,-6,6
CCO[C@@H]1OC(C(=O)N2CCN(C)CC2)=C[C@H](C2CCCCC2)[C@H]1CCCO,10,-3,0.9,-18,-16,13,-8,-6,7
CC1=CC(C)(C)Nc2ccc(OC(=O)CN3C(=O)c4cccc5cccc(c45)C3=O)cc21,0,0,0.9,-7,-4,7,-13,8,12
Cc1ccc(Nc2ccc(C(=O)NCCc3ccccc3)cn2)cc1,4,9,12,8,-23,1,5,-2,7
COC(=O)CNC(c1ccccc1)c1cc(C)ccc1NS(=O)(=O)c1ccc(C)cc1 (stereo not given),-12,-7,0.4,-4,2,1,-5,14,9
O=C(COc1ccc(Br)cc1)NCCCNC(=O)c1cccnc1,15,1,0.3,10,-8,1,-19,-17,-12
COCCN(C(=S)Nc1cccc(C)c1C)C(C)c1ccco1 (stereo not given),9,-4,0.9,-7,-8,0,-30,-16,15
Cc1c(C(=O)NCCN(C)C)n(C)c(=O)c2ccccc12,7,-3,-0.1,4,nt,1,-10,-7,0
# Further compounds:
SMILES,CHRM1 PAM,CHRM1 agonist,CHO-K1 Ca ag,CHO-K1 Ca antag,CHO parental Ca,TAAR1 agonist,TAAR1 antag,M1 antag,M1 PAM parental
CC(C)(C)CNC(=O)C1(C)CCN1C(=O)C1(c2ccccc2)CC1 (stereo not given),7,-2,0.6,-10,nt,-1,-21,-11,17
Cc1cc(C)cc(NC(=O)CC2Oc3ccc(C)cc3NC2=O)c1 (stereo not given),-6,-4,0.0,-7,-4,-2,-15,2,4
COc1ccc(CC(=O)Nc2cccc(-c3ccc4nnc(C)n4n3)c2)cc1OC,2,-3,2.0,-10,1,-1,-6,-4,2
COC(=O)C(Cc1ccccc1)NC(=O)CCC(=O)NC(C)CCc1ccccc1 (stereo not given),4,-3,0.9,-13,0,3,-30,-13,17
COc1ccc(C)cc1S(=O)(=O)NCCN1CCOCC1,1,-6,0.8,-9,4,11,-18,1,12
CCNC(=O)c1cc(S(=O)(=O)N2CCSCC2)ccc1OC,-5,-2,-0.1,5,0,-1,10,9,-11
O=C(Nc1nc2c(F)cc(F)cc2s1)C1CC(=O)N(Cc2ccco2)C1 (stereo not given),6,-3,0.5,1,-17,2,-19,-9,-1
Cc1ccc(CNC(=O)CCCNC(=O)c2ccc(Cl)cc2)n1C,-3,-5,0.6,1,4,3,5,8,16
Cc1cc(C)c(-c2cc(C(=O)Nc3cc(C)ccc3C)[nH]n2)c(O)c1,6,-5,0.4,-13,-6,9,7,-4,5
CCOc1ccc(NC(=O)Nc2ccc(NC(C)=O)cc2)cc1,1,-5,0.2,14,6,5,-6,-3,1
CC(C)NCC(O)Cn1c2c(c3ccccc31)CCc1c-2cnn1-c1ccccc1 (stereo not given),3,-1,0.9,4,18,20,-8,-1,-2
C#CCNC(=O)C1=C[C@@H](C(C)(C)C)C[C@@H](OCc2ccc(CO)cc2)O1,0,1,0.1,-6,-11,0,5,1,18
O=C(CNS(=O)(=O)c1ccccc1)OCC(=O)c1cccc([N+](=O)[O-])c1,4,-8,1.1,-9,0,1,1,-14,24
O=C(O)C1CCC(CNS(=O)(=O)c2ccc(Br)cc2)CC1 (stereo not given),0,-4,0.9,0,5,1,4,4,2
O=C(c1ccc2c(c1)OCO2)C1CCCN(C(=O)Nc2ccc(F)cc2F)C1 (stereo not given),3,-2,2.2,-16,-10,-2,-8,-5,20
Cc1cc(C)n2nc(C(=O)OCC(=O)N(C)Cc3ccccc3)nc2n1,7,-2,0.3,0,-4,3,-28,-5,14
Cc1ccc(NC(=S)NCC(C)CSc2ccc(Cl)cc2)cc1 (stereo not given),4,-1,2.7,-19,8,1,0,-10,20

# Record cards, as listed above. Order of values: CHRM1 PAM, CHRM1 agonist, CHO-K1 Ca ag, CHO-K1 Ca antag, CHO parental Ca, TAAR1 agonist, TAAR1 antag, M1 antag, M1 PAM parental
# Entry for O=C(c1ccc2c(c1)OCO2)C1CCCN(C(=O)Nc2ccc(F)cc2F)C1 (stereo not given) → 3, -2, 2.2, -16, -10, -2, -8, -5, 20
# Entry for Cc1cc(C)n2nc(C(=O)OCC(=O)N(C)Cc3ccccc3)nc2n1 → 7, -2, 0.3, 0, -4, 3, -28, -5, 14
# Entry for O=C(CNS(=O)(=O)c1ccccc1)OCC(=O)c1cccc([N+](=O)[O-])c1 → 4, -8, 1.1, -9, 0, 1, 1, -14, 24
# Entry for CC(C)NCC(O)Cn1c2c(c3ccccc31)CCc1c-2cnn1-c1ccccc1 (stereo not given) → 3, -1, 0.9, 4, 18, 20, -8, -1, -2
# Entry for O=C(O)C1CCC(CNS(=O)(=O)c2ccc(Br)cc2)CC1 (stereo not given) → 0, -4, 0.9, 0, 5, 1, 4, 4, 2
